Screening data: PubChem BioAssay, several laboratories
LYP phosphatase = inhibitors of LYP phosphatase, biochemical, fluorescence intensity, uHTS (AID 1779); recombinant LYP phosphatase, fluorescence intensity; higher % means a stronger effect; one-dose inhibition, % at 11.5 µM; IC50 in µM for titrated hits; 290,000 tested, 0.054% active; in the data active means inhibition above about 50%;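 further: plate controls were vehicle with enzyme for no effect and no enzyme for full effect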
West Nile virus CPE = West Nile virus antiviral activity, cell-based, CPE readout (AID 1621). CPE inhibition, % at 10 µM, or IC50 in µM where a hit was titrated. 290,000 tested, 0.02% active. West Nile virus-infected cells, CPE inhibition; higher % means a stronger effect; in the data active means a potency from the dose series; inconclusive means CPE inhibition mostly from about 3.7% at the one dose, without a potency; inactive means the rest, 99 in 100 with CPE inhibition below about 2.2%; further: strong numbers were not always called active
PhoP inhibition = inhibitors of PhoP regulon expression, primary screen, Salmonella Typhimurium, GFP reporter (AID 1863); 300,000 tested, 0.16% active; S. Typhimurium PhoP-regulated promoter GFP reporter, 4 h; higher % means a stronger effect; one-dose inhibition, % at 50 µM; IC50 in µM for titrated hits;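 active means inhibition over 29.93%, a cutoff 3 SD above the screen mean, later confirmed by dose response; inconclusive means inhibition over 29.93% but no dose response follow-up; inactive means inhibition at most 29.93% or unconfirmed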;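 further: 0% = low Mg2+ inducing control and 100% = high Mg2+ repressing control; strong numbers were not always called active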
Dengue-2 NS5 capping = Dengue-2 NS5 methyltransferase inhibitors, primary screen, biochemical, confirmation dose response (AID 588689). 340,000 tested, 0.3% active. Dengue-2 NS5 methyltransferase capping enzyme assay, biochemical; higher % means a stronger effect. one-dose inhibition, % at 25 µM; IC50 in µM for titrated hits; in the data active means a potency from the dose series; inconclusive means inhibition above about 29% without an active follow-up result
RSV antiviral HEp-2 = inhibition of RSV-induced cytopathic effect – HEp-2 cells, primary 10 µM value included (AID 2391); HEp-2 cells, RSV-induced CPE inhibition; higher % means a stronger effect; CPE inhibition, % at 10 µM; hits with a dose series show IC50 in µM; 310,000 tested, 0.13% active; in the data active means a potency from the dose series; inconclusive means CPE inhibition mostly from about 23% at the one dose, without a potency; inactive means the rest, 99 in 100 with CPE inhibition below about 21%; further: strong numbers were not always called active
GPR35 antagonists = GPR35 antagonists blocking zaprinast-driven arrestin recruitment, primary screen, imaging, U2OS, beta-arrestin-GFP, zaprinast agonist (AID 2058) | 290,000 tested, 0.052% active | one-dose inhibition, % at 10 µM; IC50 in µM for titrated hits | U2OS GPR35 beta-arrestin-GFP translocation imaging, zaprinast antagonism; higher % means a stronger effect;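 active means inhibition of at least 50% with at least 30 cells and total cytoplasm GFP at most 10,000,000; inconclusive means under 30 cells or total GFP of 10,000,000 plus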
Rac1 GTP hydrolysis = MgcRacGAP GTPase-activating activity inhibitors, confirmation, biochemical, ADP Hunter fluorescence. MgcRacGAP-stimulated Rac1 GTP hydrolysis, ADP Hunter fluorescence; higher % means a stronger effect; GST-tagged Rac1 F28L mutant substrate. inhibition, % at 30 µM, or IC50 in µM where a hit was titrated. 340,000 tested, 0.6% active. AID 624330;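 active means first-screen hits whose inhibition reached a set limit at any dose in the follow-up dose series; inconclusive means inhibition above the set first-screen limit but never retested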;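 further: fluorescence reports GDP produced by GAP-driven GTP hydrolysis; strong numbers were not always called active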
Large T inhibition = TAg ATPase/helicase activity blockers – biochemical (AID 1903) | SV40 large T antigen ATPase/helicase inhibition assay; higher % means a stronger effect | inhibition, % at 20 µM, or IC50 in µM where a hit was titrated | 310,000 tested, 0.39% active; in the data active means a potency from the dose series; inconclusive means inhibition mostly from about 32% at the one dose, without a potency; inactive means the rest, 99 in 100 with inhibition below about 32%; further: strong numbers were not always called active
CSM14.1 death rescue = rescue of cells from ER stress-induced death, primary screen, 384-well, CSM14.1, thapsigargin, ATP luminescence (AID 1222). CSM14.1 thapsigargin-induced death rescue, ATP luminescence; higher % means a stronger effect. one-dose cellular ATP content (survival), % at 20 µM; EC50 in µM for titrated hits. 190,000 tested, under 10 active;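 active means EC50 below 50 µM in the dose-response confirmation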;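 further: death triggered by thapsigargin at about 15 µM added after 2 h compound pretreatment; cell ATP read after overnight thapsigargin exposure of roughly 18 to 22 hours; normalized against plate controls of thapsigargin alone and 5% DMSO vehicle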
Dengue-2 NS5 capping pilot replicate = further read-out of Dengue-2 NS5 capping, marked with its call; inhibition, %; measured here: pilot screen replicate inhibition
An asterisk follows results filed as active; ? = inconclusive; . = not tested or not shown.

SMILES | LYP phosphatase | West Nile virus CPE | PhoP inhibition | Dengue-2 NS5 capping | RSV antiviral HEp-2 | GPR35 antagonists | Rac1 GTP hydrolysis | Large T inhibition | CSM14.1 death rescue | others
CCOc1ccc(N2CC(C(=O)Nc3ccc(OC)c(S(=O)(=O)N4CCCCC4)c3)CC2=O)cc1 (centres undefined) | -4.3% | -0.3% | 0.4% | 1.5% | 4.7% | -4.9% | -0.6% | 8.0% | 1.5%
O=C1C2C3C=CC(C3)C2C(=O)N1c1ccc2ccccc2n1 (centres undefined) | -5.1% | 0.0% | -1.3% | -2.7% | -0.3% | 14.3% | 10.9% | 23.3% | 6.7%
Cc1cc(C)nc(SCc2nnc(SCC(=O)Nc3nc(-c4ccccc4)cs3)n2C)n1 | -1.8% | 0.1% | 2.8% | 1.6% | 3.9% | -0.6% | -2.0% | 11.2% | -3.3%
CCOC(=O)CSC1=Nc2ccccc2C2=NC(CC(=O)NCc3ccccc3)C(=O)N12 (centres undefined) | -4.8% | 0.1% | -3.1% | -13.9% | 1.0% | 8.6% | 2.1% | -1.1% | 0.9%
Cc1ccc(N2CC(NS(=O)(=O)c3cccs3)CC2=O)cc1 (centres undefined) | . | . | -2.5% | -2.2% | -2.1% | . | 4.5% | 10.0% | .
O=C(CSc1nnc(Cc2ccc(Cl)cc2)o1)Nc1ccccc1 | 9.6% | 0.0% | -10.6% | -6.9% | 2.1% | -7.0% | 5.4% | 5.4% | -0.4%
COc1ccc(S(=O)(=O)ON=C2CC(C)(C)N(C(C)=O)C(C)(C)C2)cc1 | 3.7% | -0.3% | 8.2% | -11.9% | -1.8% | -9.4% | -12.5% | 4.6% | -1.8%
COc1ccc(C(=O)NCCS(=O)(=O)N2CCCC2)cc1 | . | . | 6.2% | 0.7% | -1.4% | . | 5.8% | 13.2% | .
CCN1CCN(S(=O)(=O)c2ccc(S(=O)(=O)NCC3CCCO3)cc2)CC1 (centres undefined) | 0.7% | 0.1% | -4.3% | -2.4% | 1.5% | -9.2% | 1.9% | -3.8% | 3.3%
CC(=O)c1ccc(-c2nnc(CCC(=O)N(C)Cc3c(C)nc4ccccn34)o2)s1 | 1.1% | -0.6% | -7.6% | 0.0% | 1.9% | -1.3% | 1.6% | 0.7% | 1.2%
Cc1ccc(S(=O)(=O)Nc2cc(C(=O)NCCN(C)C)ccc2N2CCCCC2)cc1 | 7.6% | 0.2% | 3.2% | 2.1% | -3.1% | 3.6% | 8.8% | 0.7% | -0.5%
Cc1cc(NC(=O)CCN2C(=O)/C(=C/c3ccccc3F)SC2=S)no1 | 2.6% | -0.2% | 1.1% | . | -0.9% | 0.9% | . | 7.3% | 0.4%

An excerpt from above in order of molar mass, rising:
SMILES | LYP phosphatase | West Nile virus CPE | PhoP inhibition | Dengue-2 NS5 capping | RSV antiviral HEp-2 | GPR35 antagonists | Rac1 GTP hydrolysis | Large T inhibition | CSM14.1 death rescue | others
O=C1C2C3C=CC(C3)C2C(=O)N1c1ccc2ccccc2n1 (centres undefined) | -5.1% | 0.0% | -1.3% | -2.7% | -0.3% | 14.3% | 10.9% | 23.3% | 6.7%
O=C(CSc1nnc(Cc2ccc(Cl)cc2)o1)Nc1ccccc1 | 9.6% | 0.0% | -10.6% | -6.9% | 2.1% | -7.0% | 5.4% | 5.4% | -0.4%
CCOC(=O)CSC1=Nc2ccccc2C2=NC(CC(=O)NCc3ccccc3)C(=O)N12 (centres undefined) | -4.8% | 0.1% | -3.1% | -13.9% | 1.0% | 8.6% | 2.1% | -1.1% | 0.9%

Next entries.
SMILES | LYP phosphatase | West Nile virus CPE | PhoP inhibition | Dengue-2 NS5 capping | RSV antiviral HEp-2 | GPR35 antagonists | Rac1 GTP hydrolysis | Large T inhibition | CSM14.1 death rescue | others
COC(=O)c1cc(OC)c(OC)cc1NC(=O)c1cccnc1 | -4.3% | . | -2.7% | . | . | -11.8% | . | 1.9% | -2.2%
Cc1ccc(C(=O)Nc2cc3c(cc2Cl)OCCCO3)cc1 | -6.9% | -0.1% | -7.8% | -2.1% | 8.3% | -6.5% | 4.4% | 14.5% | -1.2%
NC(=S)Cc1ccccc1Cl | -0.4% | 0.3% | -3.7% | 0.0% | -0.3% | -0.1% | 8.5% | 9.7% | .
CC(CCc1ccccc1)NC(=O)c1cncc(Br)c1 (centres undefined) | -3.5% | -0.4% | -12.2% | -3.2% | 1.4% | 5.8% | 11.1% | 9.7% | -1.1%
COc1ccc(OC)c(NC2c3ccccc3C(=O)N2c2cccnc2)c1 (centres undefined) | -5.7% | -0.3% | 5.1% | -6.3% | 0.8% | 11.6% | 5.4% | 9.1% | 0.0%
O=C(Cn1cnc2c(nnn2Cc2ccccc2)c1=O)NCc1ccco1 | 1.4% | -0.1% | 2.5% | -4.9% | 0.8% | -22.6% | 2.6% | 11.5% | -3.0%
CC1CCN(CC(=O)NC2CCCCC2)CC1 | -6.6% | 0.5% | 6.3% | -5.8% | -0.3% | 17.5% | 4.5% | 9.3% | .
COc1cccc(/C=C/C(=C2/C(=O)N(c3ccccc3)N=C2C)c2ccc(Br)cc2)c1OC | 7.9% | 0.1% | -3.8% | -1.8% | ? | 2.5% | 3.5% | 14.0% | -0.7%
CCC(=O)N1CCc2cc(S(=O)(=O)N3CCN(C(=O)c4ccco4)CC3)ccc21 | -3.2% | -0.6% | -0.2% | 2.4% | 6.0% | -3.0% | 6.6% | 8.9% | 0.3%
COCCn1c(=O)[nH]c2cc(C(=O)NCCN3CCN(c4ccccc4F)CC3)ccc2c1=O | -1.0% | 1.1% | -15.1% | -2.5% | 0.5% | -10.5% | 8.0% | -7.6% | -1.9%
CN1CCN(c2ccc([N+](=O)[O-])cc2S(=O)(=O)N2CCOCC2)CC1 | 4.6% | 0.1% | 13.9% | -2.4% | 1.6% | -11.9% | 7.4% | 16.4% | 1.0%
COc1ccccc1NC(CC(=O)c1ccccc1)C(=O)OCC(=O)c1ccc(Br)cc1 (centres undefined) | -4.6% | -1.1% | 8.2% | 0.0% | 1.6% | 6.1% | 5.0% | 2.6% | -6.7%
CCOC(=O)N1CCc2c(sc3c2c(=O)n(Cc2ccccc2)c(=O)n3CC(=O)NCC2CCCO2)C1 (centres undefined) | -4.4% | -0.4% | -0.7% | 3.5% | 2.7% | -8.0% | 11.7% | 7.7% | .
O=C(CSc1ncnc2c1cnn2-c1ccccc1Cl)N1CCN(C(=O)c2ccco2)CC1 | -7.1% | 0.2% | -21.3% | 0.8% | 5.9% | -2.4% | 7.9% | 2.8% | -3.1%
CCc1nc(SCC(=O)Nc2nnc(CC(C)C)s2)n[nH]1 | -10.5% | 0.2% | 11.2% | 1.5% | -0.1% | -9.8% | 6.0% | 4.2% | 0.2%
CCOC(=O)c1nn(-c2cccc(C)c2)c2nnc(Cc3ccc(C)cc3)c(=O)n12 | -3.9% | 0.0% | 2.3% | -6.5% | -0.7% | -8.5% | 11.2% | 15.2% | -1.6%
O=C(CSc1nnc(-c2n[nH]c3ccccc23)n1-c1ccccc1)Nc1ccccc1Cl | -0.5% | -1.4% | 3.7% | -4.3% | 14.9% | -4.1% | 8.0% | 4.5% | 0.4%
CCC(C(=O)OCC(=O)Nc1c(C)nn(-c2ccccc2)c1C)c1ccccc1 (centres undefined) | . | . | -3.7% | -5.1% | 0.4% | . | 0.3% | 30.1% | .
CCOC(=O)C1CCCN(S(=O)(=O)c2ccccc2)C1 (centres undefined) | -9.8% | -0.4% | 9.5% | 2.7% | 0.1% | 0.7% | -3.2% | -3.6% | -0.7% | Dengue-2 NS5 capping pilot replicate=-0.6
COC(=O)c1sc(S(=O)(=O)N2CCC(C(N)=O)CC2)c(C(=O)OC)c1C | -10.8% | -0.4% | -7.8% | -5.6% | 1.6% | -6.5% | 11.4% | 1.1% | -0.6%
COC(=O)C1(C)NC(c2ccc(F)cc2)C2C(=O)N(c3ccc(C)cc3)C(=O)C21 (centres undefined) | -11.8% | -0.1% | 1.7% | -2.9% | 1.3% | 5.5% | 1.8% | 13.9% | .
CCOC(=O)c1[nH]c(C)c(C(=O)N(C)Cc2ccccc2)c1C | -5.8% | -0.1% | 0.6% | -4.8% | -0.6% | -1.0% | 1.6% | 4.0% | -0.5%
O=C(O)c1ccc(N/N=C/c2cccc(F)c2)cc1 | -7.6% | 0.6% | -7.7% | -0.6% | 1.3% | -11.4% | 1.4% | 6.3% | -2.7%
CC1(C)C/C(=N/Nc2ccc([N+](=O)[O-])cc2[N+](=O)[O-])C(C)(C)O1 | . | . | . | -7.8% | 0.6% | . | 1.3% | 25.2% | .
Cc1ccc2c(c1)c(C)c(C)n2CC(O)Cn1nnc2ccccc21 (centres undefined) | -2.8% | -0.8% | 2.7% | -16.9% | 10.7% | 9.9% | 7.1% | 21.5% | -0.9%
CCN(CC)S(=O)(=O)c1ccc2c(c1)N(CC(=O)NCc1ccccn1)C(=O)CO2 | -1.0% | 0.2% | -1.4% | 0.0% | 1.7% | -6.5% | -5.5% | 18.4% | .
CC(C)(C)c1ccc(C(=O)N2CCC(C(=O)NC3CC3)CC2)cc1 | -4.2% | -0.3% | -4.1% | -5.0% | 1.6% | -11.1% | 7.1% | 2.9% | .
Fc1ccccc1N1CCN(CCCNc2ccc3nncn3n2)CC1 | 0.1% | -0.1% | -3.6% | -2.1% | -0.6% | 14.0% | -0.4% | -0.2% | -1.0%
O=C(Cn1nnc2ccccc2c1=O)NCC1CCC(C(=O)O)CC1 (centres undefined) | -1.4% | 0.0% | -7.0% | -3.2% | 0.1% | -9.9% | 8.7% | 10.2% | .
O=C(CSc1nnc(-c2ccccc2Br)o1)Nc1cccc2ccccc12 | -2.2% | -1.0% | -6.1% | -3.2% | 1.7% | -2.4% | 4.1% | 6.9% | -2.4%
COc1cc(SC)ccc1C(=O)NC1CCCCC1 | -4.6% | 0.2% | -4.9% | 3.2% | ? | -6.7% | 7.0% | 1.3% | -2.7%
Cc1ccccc1NS(=O)(=O)c1ccc(C(=O)NCCCN2CCOCC2)cc1 | . | . | -5.7% | -5.9% | -2.0% | . | -4.4% | 17.8% | .
CC1CCCN(C(=S)NCc2ccccc2)C1 (centres undefined) | 0.3% | -0.7% | 4.8% | -7.4% | 0.7% | 7.4% | 3.3% | 7.5% | -0.6%
O=C(COC(=O)/C=C/c1ccco1)Nc1cccc([N+](=O)[O-])c1 | -4.7% | -0.3% | 33.1% | 0.0% | 0.5% | 8.0% | 1.1% | 14.7% | -1.9%
NC(=O)c1ccccc1NC(=O)CCN1C(=O)c2ccccc2C1=O | -6.0% | 2.6% | 14.6% | 0.0% | 0.5% | -5.2% | 17.8% | 10.8% | -2.2%
COc1ccc(N2CCN(c3nc4c(c(=O)[nH]c(=O)n4C)n3Cc3cccc(C)c3)CC2)cc1 | -7.8% | 0.7% | 9.5% | -0.7% | 16.1% | -7.4% | 15.3% | 12.6% | -0.6%
